From PubChem BioAssay
Mtb RmlCD inh: inhibitors of Mycobacterium tuberculosis RmlC and RmlD coupled enzymes | inhibition, % at 3.6 µM | actives 0.03% (n = 160,000) | RmlC+RmlD coupled enzyme assay, percent inhibition; primary screen in compound mixtures | AID 1533; in the data active = inhibition mostly above about 34%, no sharp cut-off; also: some results filed as inactive read as strong as hits
Target sequence (P9WH09 whole entry, looked up): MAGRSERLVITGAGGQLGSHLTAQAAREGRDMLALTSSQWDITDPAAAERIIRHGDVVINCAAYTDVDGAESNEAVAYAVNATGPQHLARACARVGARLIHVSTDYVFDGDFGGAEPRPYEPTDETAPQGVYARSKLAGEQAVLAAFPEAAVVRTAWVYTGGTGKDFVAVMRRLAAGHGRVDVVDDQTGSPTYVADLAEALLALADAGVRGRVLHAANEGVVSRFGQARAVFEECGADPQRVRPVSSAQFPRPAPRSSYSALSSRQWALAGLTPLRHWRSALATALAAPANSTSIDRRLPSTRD
Target sequence (P9WH11 whole entry, looked up): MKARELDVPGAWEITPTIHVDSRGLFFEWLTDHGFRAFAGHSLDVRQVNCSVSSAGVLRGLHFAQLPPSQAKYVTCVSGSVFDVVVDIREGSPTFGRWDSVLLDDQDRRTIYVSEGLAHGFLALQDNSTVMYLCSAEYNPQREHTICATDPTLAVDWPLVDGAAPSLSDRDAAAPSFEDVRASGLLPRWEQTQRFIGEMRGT
GlmU inhibition: inhibition of mycobacterial GlmU enzyme – biochemical, glucosamine-1-phosphate acetyltransferase (AID 1376). M. tuberculosis GlmU acetyltransferase enzyme assay; higher % means a stronger effect. inhibition, %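 (tested at 30 µM in the primary screen)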; hits with a dose series show IC50 in µM. actives 0.25% (n = 220,000); in the data active = inhibition above about 13%;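 also: 0% = complete reaction with vehicle and 100% = reaction without substrate; strong numbers were not always called active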
The depositor's hits bear a star; · = no result given. The list is partial; count on the stated rates, not on these rows.

mol | Mtb RmlCD inh | GlmU inhibition
CN1CCC(=NNC(=O)CSCc2ccccc2)CC1 | 0 | -1.4%
Cc1ccc(Cn2nc(C)c(NC(=O)c3cc(-c4ccco4)on3)c2C)cc1 | 5 | ·
Cc1cccnc1NC1=NCC(C)S1 (stereo not drawn) | -4 | -0.1%
COc1ccc(CCNC(=O)CCn2c(=O)c3ccccc3n(CC(=O)NCC3CCCO3)c2=O)cc1OC (stereo not drawn) | -3 | -3.2%
Clc1ccc(/C=N/Nc2nnc(Cl)c3ccccc23)cc1 | · | -0.7%
O=c1c2ccccc2oc2nc(-c3ccco3)n(Cc3ccccc3)c(=O)c12 | -10 | -5.5%
COc1ccc(CN2CCC(CO)(CCOc3ccccc3)CC2)c(OC)c1C | · | -5.0%
CSc1ccccc1C(=O)C1CCCN(Cc2ccccn2)C1 (stereo not drawn) | 1 | -1.7%
CCN1C(=O)C(NC(C)=O)c2cc(OC)ccc21 (stereo not drawn) | -1 | -3.7%
CCOc1cc(CN2CCC(CO)(Cc3cccc(C(F)(F)F)c3)CC2)ccc1OC | -2 | -4.5%
Cn1c(C(=O)N2CCN(c3nc4ccccc4s3)CC2)cc2sccc21 | · | -5.2%
Cc1cc(C(C)(C)C)cc(C)c1CC1=NCCN1 | · | 4.3%
COCCNC(=O)c1cn(C)c(=O)c2cc(OC)c(OC)cc12 | 11 | -0.6%
CCOC(=O)c1[nH]cnc1C(=O)O | · | -1.8%
CSc1nc(C)nc2c1c(=O)n(C)c(=O)n2C | 6 | 1.9%
O=C(N1CCOCC1)N1CCN(S(=O)(=O)N2CCOCC2)CC1 | 4 | 7.1%
O=C1CSC(c2cn(-c3ccccc3)nc2-c2cc3ccccc3o2)N1Cc1ccccc1 (stereo not drawn) | 5 | ·
COCC(=O)N1CCCc2ccccc21 | · | 2.1%
CCn1c(=O)n(CCOC)c(=O)c2c3c(sc21)CCCC3 | · | 3.8%
Cc1nn(C)cc1S(=O)(=O)N1CCCC(C(=O)O)C1 (stereo not drawn) | 9 | 8.2%
O=S(=O)(Nc1ccc2ccccc2c1)c1ccccc1 | 4 | -2.4%
COc1ccc(N=C2S/C(=C\c3ccc(OCC(=O)O)cc3)C(=O)N2CCc2c[nH]c3ccccc23)cc1 | · | 0.1%
CCOC(=O)c1cc(C(=O)OCC)c2ccccn2c1=O | 12 | -2.0%
Clc1ccc(-c2nnc(-c3ccccc3)nc2N2CCSCC2)cc1 | · | -1.4%

Entries of single compounds as entered above. Values in the order: Mtb RmlCD inh, GlmU inhibition
Shown for CSc1nc(C)nc2c1c(=O)n(C)c(=O)n2C = 6, 1.9%
Shown for Clc1ccc(-c2nnc(-c3ccccc3)nc2N2CCSCC2)cc1 = ·, -1.4%
Shown for CCOC(=O)c1[nH]cnc1C(=O)O = ·, -1.8%
Shown for O=C1CSC(c2cn(-c3ccccc3)nc2-c2cc3ccccc3o2)N1Cc1ccccc1 (stereo not drawn) = 5, ·
Shown for CCOC(=O)c1cc(C(=O)OCC)c2ccccn2c1=O = 12, -2.0%

Next compounds
mol | Mtb RmlCD inh | GlmU inhibition
O=C(Oc1ccc(Cl)cc1)N1CCCCC1 | · | 0.8%
COc1cccc(/C=C2/SC(=S)N(CC(=O)Nc3nnc(C)s3)C2=O)c1 | · | -2.4%
Cc1ccccc1-n1c(O)c(/C=N/NC(=O)c2ccncc2)c(=O)[nH]c1=O | -10 | 2.4%
N#Cc1ccccc1CSc1nnc(Cc2ccccc2)o1 | 5 | 9.8%
NNS(=O)(=O)c1ccc(N2CCCC2=O)c([N+](=O)[O-])c1 | -12 | -4.7%
CCOC(=O)CCC(NC(=O)CC(=O)NC(CCC(=O)OCC)C(=O)OCC)C(=O)OCC (stereo not drawn) | -12 | -2.8%
NC(=O)N/N=C/c1ccccc1OCC(=O)NCc1ccccc1 | -8 | 0.8%
CCOc1ccc(N2CC(C(=O)Nc3ccc(OC)c(S(=O)(=O)N4CCCCC4)c3)CC2=O)cc1 (stereo not drawn) | -4 | 1.2%
COc1cccc(OC)c1C(=O)Oc1ccc2c(c1)O/C(=C\c1ccncc1)C2=O | -12 | 6.7%
COC(=O)c1c(C)[nH]c(C(C)=O)c1C | -1 | -5.6%
Cc1ccccc1NCN1C(=O)C2CCC(C)(C1=O)C2(C)C (stereo not drawn) | · | -0.2%
COc1ccccc1NC(=O)c1ccc(S(=O)(=O)N2CCCC2)cc1 | 8 | -7.2%
OCC1(CCOc2ccccc2)CCN(CC2=Cc3cc(Cl)ccc3OC2)CC1 | 24 | -1.1%
O=C(NC1CC1)c1cc(Cl)ccc1[N+](=O)[O-] | 9 | -1.3%
O=C(CSc1nc2cc3c(cc2c(=O)n1CCC1=CCCCC1)OCO3)NCc1ccco1 | -1 | ·
CC(C)(C)C(=O)CC1(O)C(=O)N(Cc2ccc(Cl)cc2)c2ccccc21 (stereo not drawn) | 2 | 0.2%
C=CCn1c(O)c(C(CC)=NCCc2c[nH]c3ccccc23)c(=O)[nH]c1=O | 10 | 2.3%
Cc1c(C(=O)OC(C)C)nnn1-c1nonc1N | · | 4.1%
CCOC(=O)C(=CNc1cccc(C)c1C)C(=O)OCC | 7 | -2.1%
COCc1c(C(=O)OC)nnn1-c1ccccc1 | · | -24%
COc1ccc(OC)c(C2=NNC(=NCc3ccc4c(c3)OCO4)SC2)c1 | -5 | 1.0%
O=S(=O)(NCC(c1cccnc1)N1CCN(c2ccc(F)cc2)CC1)c1cc(F)ccc1F (stereo not drawn) | · | -1.7%
COC(=O)Cn1c(CCS(=O)(=O)c2ccc(C)cc2)nc2ccccc21 | 8 | 6.3%
N/C(=N\c1nc2ccccc2o1)NC(=O)c1cccc(Br)c1 | 4 | 8.3%
CC1=NN(c2nc(-c3ccc(C)cc3)cs2)C(=O)C1N=Nc1cccc(C)c1 (stereo not drawn) | -10 | 2.9%
Nc1cc(=O)[nH]c(SCC(=O)NC2CCCc3ccccc32)n1 (stereo not drawn) | · | -3.1%
O=C(Cn1cnc2c(nnn2-c2ccccc2)c1=O)NCCc1ccccc1 | -2 | 1.0%
CC(C)CNC(=S)NC(=O)c1csc([N+](=O)[O-])c1 | -6 | ·
FC(F)(F)c1cccnc1-n1cncn1 | 4 | 0.5%
COc1cc(/C=N/N=C(N)N)ccc1OCc1ccc(Cl)cc1 | 1 | -4.1%
CC1CCN(C(=O)C(Cc2ccccc2)NS(=O)(=O)c2ccc3c(c2)oc(=O)n3C)CC1 (stereo not drawn) | 9 | 7.3%
Cc1nnc(SCc2nc3ccccc3s2)n1N | · | 0.5%
CCOC(=O)c1c(NC(=O)Cn2cnc([N+](=O)[O-])n2)sc(C)c1C | -16 | 7.9%
O=C(CN1CCC(NC(=O)c2ccco2)CC1)Nc1ccccc1[N+](=O)[O-] | 3 | -4.2%
Cc1ccc(NC(=O)c2cc(-c3cccc(O)c3)on2)cc1C | -5 | 1.7%
Cc1ccc(CS(=O)(=O)Cc2ccc(C(=O)N3CCC4(CC3)OCCO4)o2)cc1 | -8 | 0.3%

Quoted from the listing.
Value of Cc1c(C(=O)OC(C)C)nnn1-c1nonc1N in GlmU inhibition: 4.1%
Value of CCOc1cc(CN2CCC(CO)(Cc3cccc(C(F)(F)F)c3)CC2)ccc1OC in GlmU inhibition: -4.5%

Further results follow:
mol | Mtb RmlCD inh | GlmU inhibition
CCN1CCN(c2nc(Nc3ccc(C)c(C)c3)nc(N)c2[N+](=O)[O-])CC1 | -2 | -1.5%
CCc1cc2c(=O)[nH]c(-c3ccncc3)nc2s1 | -4 | -2.4%
Cc1ccc(S(=O)(=O)NCc2nc3ccccc3[nH]2)cc1 | -1 | 4.1%
O=[N+]([O-])c1ccc(C[n+]2cc(-c3ccc(Cl)c(Cl)c3)n3c2CCCCC3)cc1 | 1 | -2.8%
Nn1c(SCC(=O)Nc2ccc(F)c(F)c2)nnc1C1CCCCC1 | 12 | 2.1%
O=c1[nH]c2ccccc2cc1-c1noc(-c2cccnc2)n1 | 35 | -0.1%
CC1(C)N([O-])C(c2ccccc2)=C[N+](=O)C1(C)C | · | 2.8%
Cc1ccc(-n2nc(C)c3c(C)c(CCC(=O)NCc4ccco4)c(C)nc32)cc1 | 34 | ·
O=C1CC(C(F)(F)C(F)(F)C(F)(F)F)=Nc2ccccc2N1 | · | 5.6%
CCOc1ccc(C(=S)N2CCOCC2)cc1OC | · | 3.1%
Cc1sc2ncnc(NCCCO)c2c1C | 6 | 0.7%
CCN(CC)C(=O)C(=O)Nc1cccc(Br)c1 | -41 | -3.7%
CCC(=O)NCCCc1nc2ccccc2n1Cc1ccccc1F | -6 | 6.6%
COc1ccc(N(C(=O)CCl)C(C(=O)NCCc2ccccc2)c2cccs2)cc1Cl (stereo not drawn) | · | 1.7%
Clc1ccc(-c2ccc(SCc3ccccn3)nn2)cc1 | -3 | -3.4%
C=CCn1c(Oc2cc(C)ccc2C)nc2c1c(=O)n(C)c(=O)n2C | 7 | 0.8%
COc1ccc(C(=O)CCN2CCN(c3ccccc3OC)CC2)cc1 | 7 | -0.4%
O=C(Nc1cnc2sccn2c1=O)c1ccc(Cl)cc1Cl | 4 | 1.5%
C=CCNC(=O)c1ccccc1NC(=O)Cc1ccccc1[N+](=O)[O-] | -4 | -4.6%
CCc1ccc(C2=NN(C(C)=O)C(c3ccco3)C2)cc1 (stereo not drawn) | 8 | -3.2%
Cc1cc(/C=C(/C#N)C(=O)Nc2ccc(Cl)cc2)c(C)n1-c1cccnc1 | -4 | 3.7%
O=C(Nc1ccccc1N1CCOCC1)c1ccc(N2CCOCC2)c([N+](=O)[O-])c1 | · | 3.4%
CCCCOc1cccc(NC(=O)CSc2nncn2C)c1 | · | -5.6%
COc1ccc(CCCc2nnc(SCC(=O)NN)o2)cc1 | -13 | -5.7%
CN(C)S(=O)(=O)c1ccc(C(=O)NCCOc2ccccc2)cc1 | · | -2.7%
CCCCNC(=O)CCC(=O)Nc1ccc2nc(N3CCC(C)CC3)cc(C)c2c1 | -6 | -4.5%
COc1ccc(NC(=O)C2=Cc3cccc(OC)c3OC2)cc1 | -10 | 1.5%
CSc1nnc([C@H](C)NC(=O)OC(C)(C)C)o1 | 21 | 2.0%
O=C(CSc1nc2ccccc2o1)Nc1nncs1 | · | -1.0%
O=S(=O)(NCCSc1ccccc1)c1cccs1 | 13 | -3.9%
CCN(CC)CCCN(C(=O)Cn1nnc(-c2ccc(OC)c(OC)c2)n1)C(C(=O)NC(C)(C)C)c1ccc(F)cc1 (stereo not drawn) | 0 | -5.6%
O=C(NCCCN1CCCC1)c1ccc2c(c1)N(Cc1ccccc1)CCS2 | · | -2.1%
CCN1C(=O)/C(=C\c2nc3ccccc3c(=O)n2-c2ccccc2)c2ccccc21 | -12 | 1.0%
COc1ccccc1CNC(=O)CCNS(=O)(=O)c1cccc2nsnc12 | 3 | -4.2%
O=C1NC2NC(=O)N([N+](=O)[O-])C2N1 (stereo not drawn) | -7 | 2.7%
Cc1c(/C=N\NC(=O)C2COc3ccccc3O2)c2ccccc2n1C (stereo not drawn) | 36 | -0.5%
COc1ccc2c(c1)c(C(=O)CN1CCC(C(N)=O)CC1)c(C)n2C | · | 4.5%
COc1ccccc1N1CCN(C(=O)/C=C/c2ccc(C)cc2)CC1 | 29 | 2.5%
CC(C)(C)C(=O)/C=C1\NC(=O)CS1 | 12 | -3.0%
C/C(=N\NC(=O)CNc1ccccc1)c1ccccc1 | 4 | -1.1%
COc1ccc(-c2csc(NC(C)c3nc4cc(Cl)c(Cl)cc4n3CCOCCO)n2)cc1 (stereo not drawn) | · | -1.3%
CCOC(=O)CSc1nnc(Cc2ccccc2)n1Cc1ccco1 | -3 | 0.1%
Cc1cc(NC(=O)NC2CCCN2S(=O)(=O)c2ccc(Cl)cc2)no1 (stereo not drawn) | · | 1.8%
Cc1noc2ncnc(SCc3ccc(C(F)(F)F)cc3)c12 | -8 | 2.4%
COc1ccc(-c2noc(CN3C(=O)c4ccccc4C3=O)n2)cc1 | 6 | 3.0%
Cc1cc(NC(=O)CCN2C(=O)/C(=C/c3ccccc3F)SC2=S)no1 | 11 | -2.4%
Cc1ccc(N2CCN(C(=O)c3ccccc3NC(=O)/C=C\C(=O)O)CC2)cc1 | · | -6.3%
CCC(C)Nc1nc2c(C)cccn2c(=O)c1C=Nc1ccc(OC)cc1 (stereo not drawn) | -4 | 6.9%
Clc1cccc(CN2CCCCC2c2cccnc2)c1 (stereo not drawn) | · | -6.3%
O=C(Nc1cccc(F)c1)OC(CN1CCCCC1)C(F)(F)F (stereo not drawn) | -4 | 1.6%
CCOCCCNC(=O)/C(C#N)=C/c1ccc([N+](=O)[O-])o1 | 5 | 3.1%
O=C(CSc1nncc2ccccc12)N1CCCCC1 | 28 | -1.6%
CC(=NCCN1CCN(C(C)=C2C(=O)c3ccccc3C2=O)CC1)C1=C(O)CC(C)(C)CC1=O | 6 | 3.6%
CN(C)C(=O)/C=C\c1cn(-c2ccccc2)nc1-c1ccc2c(c1)OCCO2 | 47 | -0.9%
COc1ccc(NC(=O)C(C)SCc2ccccc2)cc1OC (stereo not drawn) | -1 | -1.6%
COc1cccc(NC(=O)c2ccc(NC(=O)C(C)C)cc2)c1 | 6 | -4.6%
CCN(C(=O)COC(=O)/C=C/c1ccccc1)C1CCCCC1 | 4 | 3.7%
COc1cc(-c2nc3c(c(C)nn3-c3ccccc3)c3cc(OC)c(OC)cc23)ccc1O | · | 5.5%
